FUS yeast rescue: suppressors of FUS proteinopathy in yeast. S. cerevisiae FUS-expressing, growth rescue, OD600, 24 h. AID 1347120. Potency, µM (titrated, usually from 76.6 µM), inactives show at the highest dose growth rescue (activation), usual class: activators. 0.24% of 390,000 active;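 further: potency means the concentration at half of the fitted maximal effect; plate controls were DMSO vehicle for no effect and reference control for full effect; nearly all actives have a fitted effect of over 55% in size; some results filed as inactive show a strong effect at the top dose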
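Absorbance at 600 nm, taken 24hr after compound addition, measured rescue of FUS-yeast growth at 30C. Induction used 2% galactose with seeding at OD 0.005. Controls: CP55940 from 92uM final, DMSO only.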
MmCpn inh: M. maripaludis TRiC chaperonin inhibition. purified Mm-Cpn ATPase, ADP Transcreener TR-FRET. Potency, µM (doses to about 76.9 µM), for the others: top-dose activity, negative = inhibition, hits mostly inhibitors. 0.031% of 330,000 active; further: potency means the concentration at half of the fitted maximal effect; on the % scale 0 is the no-effect control and ±100 the full control effect; nearly all actives have a fitted effect of over 80% in size
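Purified archaeal Mm-CPN (25nM final) preincubated 10 min at 37degC with compound, then 10uM ATP for 30 min at 37degC; ADP measured by HTRF Transcreener TR-FRET; buffer 30 mM TRIS pH 7.4, 100mM KCl, 5mM MgCl2, 1mM DTT.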
Abeta rescue: A-beta toxicity reversal in yeast; yeast expressing A-beta42, growth rescue, OD600, 48 h; response scale: 0% DMSO, 100% iron-clioquinol control; Potency, µM (highest dose often 46.1 µM), for the others: at the highest dose growth rescue, actives largely listed as activators; 0.063% of 410,000 active; further: potency means the concentration at half of the fitted maximal effect; nearly all actives have a fitted effect of over 55% in size
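Growth rescue measured by 600 nm absorbance after 48 h yeast culture at 30 C with compound. Values normalized between DMSO and an equimolar ferric chloride plus clioquinol control.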
HEK293 tox: cytotoxicity in counter-screen for GLP-1R inverse agonists | 0.13% of 410,000 active | HEK293 cAMP-luciferase reporter cells, luminescence, 24 h | Potency, µM (top dose mostly 38.3 µM), for inactives: top-dose activity change, negative = inhibition, actives largely listed as inhibitors;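 further: loss of luciferase light is scored as toxicity; potency means the concentration at half of the fitted maximal effect; on the % scale 0 is the no-effect control and ±100 the full control effect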
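1536-well qHTS counterscreen of the MLSMR; 200 cells/uL, 12 h pre-incubation, 23 nL cpd, 24 h at 37 deg C 5% CO2, luciferase detection reagent, 12 min RT, luminescence. Inhibition = undesired.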
Akt phos inh: Akt phosphorylation inhibition. Neuro2A IGF-stimulated pAkt S473 HTRF, 20 min; stronger effect = lower value. activity change, % for hits at 50 µM. 0.32% of 360,000 active; in the data active means activity change below about -80%; inconclusive means mostly about -51% to -80%; further: on the % scale 0 is the no-effect control and ±100 the full control effect
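Neuro2A cells in DMEM with 0.5% FBS, overnight at 37 deg C, given compound at single 50 µM final, then IGF (6 nM final) for 20 min at 37 deg C. Lysed; phospho-Akt Ser473 by HTRF after 24 h, 665/615 ratio.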
PTHR1 agonist: agonists of human PTHR1 parathyroid hormone receptor | HEK293 GP2 PTHR1 cells, GloSensor cAMP luminescence, 1 h | Q03431 | 0.075% of 410,000 active | Potency, µM (doses to about 115 µM), inactives show at the top dose activation, usual class: activators; further: potency means the concentration at half of the fitted maximal effect; nearly all actives have a fitted effect of over 55% in size; some results filed as inactive show a strong effect at the top dose; inactives centre near -15; many of its hits are not listed in these tables
Target sequence (Q03431 whole entry, looked up): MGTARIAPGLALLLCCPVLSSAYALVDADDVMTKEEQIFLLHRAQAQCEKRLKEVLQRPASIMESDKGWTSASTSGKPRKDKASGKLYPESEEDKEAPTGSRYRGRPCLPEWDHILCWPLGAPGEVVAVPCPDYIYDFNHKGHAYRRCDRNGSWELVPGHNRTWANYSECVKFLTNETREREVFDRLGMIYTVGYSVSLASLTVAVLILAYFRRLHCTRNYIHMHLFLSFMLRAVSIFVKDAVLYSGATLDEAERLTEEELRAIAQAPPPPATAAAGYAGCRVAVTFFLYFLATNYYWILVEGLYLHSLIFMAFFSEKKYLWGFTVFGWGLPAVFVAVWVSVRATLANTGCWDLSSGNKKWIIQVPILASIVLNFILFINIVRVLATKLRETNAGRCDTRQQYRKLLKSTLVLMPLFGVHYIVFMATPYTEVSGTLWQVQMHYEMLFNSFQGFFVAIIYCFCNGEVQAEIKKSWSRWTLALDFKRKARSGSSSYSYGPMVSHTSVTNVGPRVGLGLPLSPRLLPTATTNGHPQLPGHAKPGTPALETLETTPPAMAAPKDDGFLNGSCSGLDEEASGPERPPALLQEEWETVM
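HEK-293-derived GP2 cells expressing PTHR1 and a GloSensor cAMP reporter, 3,000/well, plated overnight, given luciferin plus IBMX (each 0.5 mM as added) for 1 h at 37 °C, then compound for 1 h at 37 °C. Luminescence was read after 15 min at room temperature.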
GLP1R inv ag: acts as inverse agonist at human GLP-1 receptor. HEK293 GLP-1R CRE-luciferase, luminescence, 24 h; GLP-1R form is constitutively active. Potency, µM (top dose mostly 38.3 µM), inactives show top-dose activity change, negative = inhibition, actives largely listed as inhibitors. 1.6% of 410,000 active. AID 624417; further: potency means the concentration at half of the fitted maximal effect; on the % scale 0 is the no-effect control and ±100 the full control effect; nearly all actives have a fitted effect of over 55% in size
Target sequence (P43220 whole entry, looked up): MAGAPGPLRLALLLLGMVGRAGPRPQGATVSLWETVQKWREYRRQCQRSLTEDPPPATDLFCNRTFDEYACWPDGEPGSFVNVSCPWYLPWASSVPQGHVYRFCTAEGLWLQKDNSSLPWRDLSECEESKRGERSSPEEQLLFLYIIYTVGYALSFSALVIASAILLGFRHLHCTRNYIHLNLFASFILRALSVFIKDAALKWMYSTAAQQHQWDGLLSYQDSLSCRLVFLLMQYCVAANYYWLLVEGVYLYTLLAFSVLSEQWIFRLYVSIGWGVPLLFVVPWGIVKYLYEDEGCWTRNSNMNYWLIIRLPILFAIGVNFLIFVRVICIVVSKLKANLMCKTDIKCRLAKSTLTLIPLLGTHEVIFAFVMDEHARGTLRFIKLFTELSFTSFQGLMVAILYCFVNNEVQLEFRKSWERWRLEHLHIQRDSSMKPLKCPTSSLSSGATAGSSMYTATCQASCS
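Seeding at 200 cells/uL, 12 h culture, 24 hr compound treatment, then luciferase reagent and a luminescence read; cells are HEK293 stably expressing a constitutively active GLP-1R plus cAMP-responsive luciferase.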
aSyn yeast inh: inhibitors of alpha-synuclein toxicity in yeast; Yeast expressing alpha-synuclein, growth rescue, BacTiter-Glo, 24 h; Potency, µM (highest dose often 46.1 µM), inactives show at the highest dose growth rescue (activation), most hits filed as activators; 0.14% of 370,000 active; further: potency means the concentration at half of the fitted maximal effect; % of control where 0% means no effect; nearly all actives have a fitted effect of over 65% in size
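Rescue of yeast growth: cells expressing toxic alpha-synuclein, induced in galactose at OD600 0.02, incubated with compound 24 h at 30 C. ATP luminescence quantified growth; inhibitors of toxicity appear as activators.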
TDP-43 yeast inh: rescues yeast growth from TDP-43 toxicity; TDP-43 expressing yeast growth rescue, BacTiter-Glo, 24 h; Potency, µM (doses to about 46.1 µM), inactives show at the highest dose growth rescue (activation), usual class: activators; 1.8% of 410,000 active; further: potency means the concentration at half of the fitted maximal effect; % of control where 0% means no effect; nearly all actives have a fitted effect of over 50% in size
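Yeast cells expressing TDP-43 under galactose induction are exposed to compounds for 24 hr at 30 deg C. BacTiter-Glo luminescence measures growth, so protective compounds score as activators.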
Starred values were filed as active, the others as inactive; i = inactive; ? = inconclusive; · = not tested or not shown; [ ] = another dose, or the depositor's remark. Unless noted, the call rests on the fitted dose curve; in most records, active means well fitted curve in the direction sought with a large enough effect; inconclusive means small, poorly fitted or top-dose-only effect, or another doubt; inactive means no such curve, though single readings can be large; an effect the other way counts as inactive or inconclusive. These rows are one share of the data (hit frequency here may not be typical).

no.	mol	FUS yeast rescue	MmCpn inh	Abeta rescue	HEK293 tox	Akt phos inh	PTHR1 agonist	GLP1R inv ag	aSyn yeast inh	TDP-43 yeast inh
1	COc1ccccc1CNC(=O)c1ccoc1C	22%	2%	1%	-18%	·	i	-4%	0%	-8%
2	Cn1c(=O)c2c(nc(CN3CCc4ccccc4C3)n2Cc2cccc(Cl)c2)n(C)c1=O	?	-8%	7%	-16%	i	i	?	19%	20µM*
3	Cc1ccc(-c2csc(NC(=O)c3ccc4c(=O)n5c(nc4c3)CCCCC5)n2)cc1	·	-1%	0%	76%[activator]	i	-37%[inhibitor]	0%	0%	-2%
4	Fc1ccc2[nH]c3c(NCc4ccccc4)ncnc3c2c1	18%	2%	7%	-12%	i	-37%[inhibitor]	?	16%	14%
5	CN(CC(=O)Nc1ccc(Cl)c(C(F)(F)F)c1)C(=O)Cc1c[nH]c2ccccc12	26%	-6%	14%	?	i	0%	?	9%	20%
6	COc1ccc(CC(=O)N2CCN(c3ccccc3F)CC2)cc1OC	8%	-4%	8%	-2%	i	-28%	-20%	15%	·
7	Cc1ccc(SCC(=O)OCn2nnc3ccccc3c2=O)cc1C	·	2%	3%	-21%	i	-21%	-4%	16%	-17%
8	CC(C)(C)NC(=S)NCC1CC1	12%	0%	?	-1%	i	-16%	8%	8%	16%
9	COc1ccc(CCNC(=S)NC(=O)c2ccc(Br)cc2)cc1OC	-1%	-6%	16%	-8%	i	-40%[inhibitor]	?	-2%	11%
10	COc1ccc(OC)c(S(=O)(=O)NCC(=O)NC2CCCc3ccccc32)c1 (configuration not stated)	5%	1%	11%	10%	i	i	-8%	4%	10%
11	C[C@@H]1COc2cccc(N3CCSCC3)c2S(=O)(=O)N1	-17%	·	1%	10%	i	-24%	1%	0%	?
12	COc1ccccc1N1CCN(S(=O)(=O)CCNC(=O)c2ccccc2Br)CC1	16%	-2%	3%	-6%	i	i	-27%	4%	8%
13	COc1ccccc1/C=N/NC(=O)c1nnn(-c2nonc2N)c1-c1ccccc1	13%	·	6%	1%	i	i	14%	-2%	11%
14	COc1ccc(-c2[nH]nc3nc(N4CCN(C(=O)c5ccoc5)CC4)cc(C(F)(F)F)c23)cc1	-1%	·	0%	-20%	i	-89%[inhibitor]	?	0%	12%
15	COCCn1c(SCC(=O)c2c(N)n(C3CC3)c(=O)[nH]c2=O)nc2ccccc21	10%	3%	6%	-4%	i	-29%	8%	4%[1.84 µM]	12%
16	Cc1ccc(C(C)C)c(OC(=O)/C=C/c2ccccc2)c1	-10%	0%	-4%	2%	i	i	-4%	15%	-27%
17	CN1CCN(C(=O)CSc2nnc(COc3ccccc3)o2)CC1	4%	0%	5%	-2%	i	i	-13%	0%	-1%
18	CCOC(=O)c1[nH]c(C)c(CCC(=O)NCc2ccccc2Cl)c1C	-4%	·	-14%	2%	·	-21%	10%	·	11%[9.22 µM]
19	O=C(Nc1nc(-c2ccccc2)cs1)c1ccc(=O)[nH]c1	26%	0%	-5%	9%[7.66 µM]	i	-13%	28%[7.66 µM]	1%	-17%
20	O=C(CSCC(=O)NC1CC1)Nc1ccccc1	-1%	-1%	17%	-11%	i	i	-1%	-14%	9%
21	O=Nc1c(O)n(Cc2ccc(Cl)cc2Cl)c2ccccc12	-4%	-4%	-93%[inhibitor]	?	i	-19%	?	15%	-91%[inhibitor]
22	COc1cc(CN(C)c2ccc(S(=O)(=O)N3CCCC3)cn2)ccc1OC(F)F	27%	1%	13%	14%	i	-68%[inhibitor]	-60%	-1%	-27%
23	Cc1ccc(NC(=O)COC(=O)C(CC(C)C)N2C(=O)C3CC=CCC3C2=O)c(C)c1 (configuration not stated)	·	1%	-1%	1%	i	-21%	3%	1%	12%
24	O=C(COc1ccc(Cl)cc1Cl)N1CCCCCC1	22%	0%	-17%	2%	i	i	0%	-8%	-1%
25	Cc1cc(C)c(S(=O)(=O)c2ccc(F)cc2C)c(Cl)n1	-16%	?	17%	0%	i	-29%	-10%	8%	?
26	CSc1ccccc1C(=O)NCc1cccnc1	10%	1%	3%	2%	i	-6%	9%	-5%	-21%
27	COc1ccccc1NC(=O)C(=N\O)/C(C)=N/O	-4%	2%	-3%	0%	i	i	5%	1%	20%
28	Cc1noc(C)c1CSCC(=O)N1CCN(c2ccc([N+](=O)[O-])cc2)CC1	17%	-1%	14%	-28%	i	-20%[57.5 µM]	-1%	7%	?
29	CN(C)S(=O)(=O)c1cccc(C(=O)NC2CCSc3ccccc32)c1 (configuration not stated)	8%	2%	2%	21%	i	i	18%	9%	-1%
30	O=C(COC(=O)C1(c2ccccc2F)CCCC1)NCc1cccs1	9%	-1%	8%	3%	i	-84%[inhibitor]	?	1%	?
31	CC(Sc1nc(N)cc(N)n1)C(=O)NCCC1=CCCCC1 (configuration not stated)	-26%	1%	9%	-11%	i	-11%	15%	8%	24%
32	Cc1cccc2sc(NC(=O)Cn3c(C)csc3=O)nc12	3%	-2%	17%	5%	i	-10%	-4%	-3%	2%
33	CC(=O)c1ccc(-n2cc(-c3ccc(C(C)(C)C)cc3)[n+]3c2SCCC3)cc1	13%	-1%	-11%	-19%	i	-23%	?	-1%	-11%
34	CC(NS(=O)(=O)c1ccc2c(c1)C(=O)c1cc(S(=O)(=O)NC(C)C(=O)O)ccc1-2)C(=O)O (configuration not stated)	-20%	-4%	-15%	-11%	i	i	15%	-2%	-12%
35	CCN(CC)CCN(C(=O)c1cc2ccccc2cc1OC)c1nc2ccc(OC)cc2s1	13%	1%	0%	-23%	i	-6%	5.6µM*	5%	23%
36	Cc1sc2nc(-c3ccccc3F)oc(=O)c2c1C	-15%	·	-13%	-1%	i	i	-23%	7%	2%
37	COc1cc(OC)c2ccc(=O)oc2c1C(CC(=O)N1CCOCC1)c1ccc2c(c1)OCO2 (configuration not stated)	15%	3%	0%	-5%	i	i	18%	-1%	12%
38	CCCCNC(=O)C(C)N(CCN(C)C)C(=O)CCCN1C(=O)NC(c2ccc([N+](=O)[O-])cc2)C(C(=O)OCc2ccccc2)=C1C (configuration not stated)	36%	0%	-2%	-8%	i	-13%	?	-12%	-13%
39	COc1ccc(Nc2nnc(C)c3ccccc23)cc1C(N)=O	14%	0%	12%	-4%	i	i	13%	1%	3%
40	COc1ccc(C=CC(=O)C=CC=Cc2ccccc2)cc1	?	·	10%	-22%	i	-40%[inhibitor]	-1%	5%	13%
41	CCc1ccc2c(c1)/C(=N/N(C)C(=S)NC)C(=O)N2	·	0%	-16%	6%	i	i	7%	15%	5%
42	CCc1nc2ccccc2n1Cc1ccc(F)cc1	6%	-3%	15%	-8%	i	i	?	2%	-2%
43	O=C(c1cc2nc(-c3ccco3)cc(C(F)(F)F)n2n1)N1CCN(c2ccc(F)cc2)CC1	24%	-3%	-28%	-14%	i	-14%	0%	1%	-2%
44	COc1ccc(C2C(C(=O)Nc3ccc(OC)c(OC)c3)c3ccccc3C(=O)N2C)cc1 (configuration not stated)	4%	-6%	-13%	-6%	i	i	6%	4%	5%
45	CC(NC(=O)C12CC3CC(CC(C3)C1)C2)c1ccc2c(c1)OCCO2 (configuration not stated)	12%	0%	-12%	-15%	i	-3%	0%	-13%	-27%
46	O=C(Cc1ccccc1)NCC(=O)N/N=C/c1ccc(Cl)cc1	-41%	-1%	-4%	6%	i	i	7%	-5%	3%
47	O=C(CSc1nc2c([nH]c3ccccc32)c(=O)n1-c1ccccc1)c1ccc(Cl)cc1	6%	·	-24%	10%	·	i	9%	·	-5%
48	CCCc1nnc(NC(=O)CCC(=O)N2CCN(Cc3ccc(C)cc3C)CC2)s1	-1%	3%	-7%	-4%	i	-13%	?	-3%	-32%
49	CCCN1CCN(CCCNC(=O)Cn2nc(-c3ccc(Cl)cc3)ccc2=O)CC1	5%	-5%	-1%	-3%[1.53 µM]	i	i	-30%	1%	5%
50	COc1ccccc1NC(=O)c1ccc(NC(=O)CN2C(=O)CN(C)C2=O)cc1	-4%	?	-11%	-2%	i	-1%	13%	-2%	-16%

Full records as entered above. Order of values: FUS yeast rescue | MmCpn inh | Abeta rescue | HEK293 tox | Akt phos inh | PTHR1 agonist | GLP1R inv ag | aSyn yeast inh | TDP-43 yeast inh
`CCc1nc2ccccc2n1Cc1ccc(F)cc1` is listed as 6% | -3% | 15% | -8% | i | i | ? | 2% | -2%
`O=C(Cc1ccccc1)NCC(=O)N/N=C/c1ccc(Cl)cc1` is listed as -41% | -1% | -4% | 6% | i | i | 7% | -5% | 3%

Additional compounds.
no.	mol	FUS yeast rescue	MmCpn inh	Abeta rescue	HEK293 tox	Akt phos inh	PTHR1 agonist	GLP1R inv ag	aSyn yeast inh	TDP-43 yeast inh
51	Cn1cnc(S(=O)(=O)N2CCC(C(=O)N3CCN(c4ccc(Cl)cc4)CC3)CC2)c1	6%	·	-6%	-6%	·	i	5%	·	17%
52	OC[C@H]1O[C@@](CO)(O[C@H]2O[C@H](CO)[C@@H](O)[C@H](O)[C@H]2O)[C@@H](O[C@H]2O[C@H](CO)[C@@H](O)[C@H](O)[C@H]2O)[C@@H]1O	-26%	·	-2%	-3%	i	i	18%	2%	21%
53	Cc1ccnc(NC(c2ccsc2)c2ccc3ccc(C)nc3c2O)c1 (configuration not stated)	20%	-1%	5%	-9%	i	i	?	0%	-11%[9.22 µM]
54	COC(=O)c1ccc(NC(=O)c2cn(-c3cccc(C)n3)cn2)cc1	-16%	0%	1%	7%	i	i	9%	-7%	3%
55	CCc1ccc(OCC(=O)NCC(c2ccc(Cl)cc2)N2CCCCC2)cc1 (configuration not stated)	23%	2%	17%	?	i	i	8.9µM*	-3%	-13%

High-throughput results from PubChem.
